# Bioassay records deposited in PubChem BioAssay by several laboratories.
# EphB4 antag: antagonists of human EphB4-ephrin-B2 interaction; 97,000 compounds, 0.15% hits; P54760; inhibition, % at 7 µM; AID 720; EphB4 LBD / TNYL-RAW-Alexa532 peptide, fluorescence polarization;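 active = inhibition above the screen-wide mean inhibition plus 3 SD, cut at about 15% in these data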;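 note: 0% = DMSO wells and 100% = excess unlabeled TNYL-RAW peptide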
# CYP2C19 inh: inhibitors of human CYP2C19. CYP2C19 Supersomes, luciferin-H EGE luminescence, 30 min. AID 778. 96,000 compounds, 21% hits. P33261. inhibition, % at 5 µM;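 active = CYP2C19 inhibition above a set limit at 5 µM in the primary screen, cut at about 50% in these data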;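 note: plate controls were negative control wells for no effect and 2.5 mM tranylcypromine positive control for full effect; values of inactives mirror those of a sister screen read the other way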
# CYP2C9 act: increases human cytochrome P450 2C9 activity; activation factor at 5 µM; 96,000 compounds, 1.4% hits; AID 1024; P11712; recombinant CYP2C9, luciferin-H conversion, luminescence; hits give high values; factor 1 = untreated enzyme, 0 = blocked;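 active = activation factor of 2 or more for CYP2C9 at a 5 µM dose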;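 note: 0 = sulfaphenazole-blocked wells and 1 = vehicle-only wells; values of inactives mirror those of a sister screen read the other way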
# Target sequence (P11712 whole entry, looked up): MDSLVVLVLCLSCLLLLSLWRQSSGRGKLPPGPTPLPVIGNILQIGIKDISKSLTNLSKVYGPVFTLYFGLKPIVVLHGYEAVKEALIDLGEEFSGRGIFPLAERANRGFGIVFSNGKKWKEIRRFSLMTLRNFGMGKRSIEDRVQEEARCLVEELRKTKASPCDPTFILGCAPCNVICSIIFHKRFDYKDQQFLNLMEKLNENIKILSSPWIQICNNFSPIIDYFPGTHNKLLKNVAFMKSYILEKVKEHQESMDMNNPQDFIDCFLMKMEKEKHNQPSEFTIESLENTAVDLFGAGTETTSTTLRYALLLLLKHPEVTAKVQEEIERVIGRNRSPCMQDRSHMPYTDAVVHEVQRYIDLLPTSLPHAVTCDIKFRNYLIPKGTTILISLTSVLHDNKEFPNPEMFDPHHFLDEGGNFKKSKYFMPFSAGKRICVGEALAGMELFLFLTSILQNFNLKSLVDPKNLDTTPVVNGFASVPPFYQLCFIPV
# CYP2C9 inh: human CYP2C9 inhibition; CYP2C9 Supersomes, luciferin-H conversion, luminescence; inhibition, % at 5 µM; 96,000 compounds, 20% hits; AID 777;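 active = blocking of liver enzyme CYP2C9 beyond about 50% at 5 µM, limit read from the data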; note: values of inactives mirror those of a sister screen read the other way
# CYP2C19 activ: activators of human cytochrome P450 2C19 | recombinant CYP2C19, luciferin-H EGE luminescence; hits give high values; 0 = fully inhibited enzyme, 1 = untreated enzyme | activation factor at 5 µM | 96,000 tested, under 10 active | AID 1025;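 active = activation factor of at least 2 at 5 µM in the primary screen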;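 note: 0 = wells with 2.5 mM tranylcypromine and 1 = vehicle-only wells; values of inactives mirror those of a sister screen read the other way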
# PLK1 inh: PLK1 (human) kinase inhibition. 97,000 compounds, 0.53% hits. P53350. AID 619. inhibition, % at 10 µM. recombinant PLK1 kinase, TR-FRET peptide phosphorylation;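 active = inhibition of 50% or more in the single-concentration screen; inactive = inhibition below 50%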;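 note: 0% = DMSO max control and 100% = H-89 dihydrochloride min control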
# PLK1 PBD inh: blocks phosphopeptide binding to human Plk1 polo box domain; P53350; 97,000 compounds, 0.13% hits; Plk1 PBD phosphopeptide binding, fluorescence polarization; AID 693; inhibition, %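 (tested at about 20 µM)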; in the data active = inhibition above about 34%, passing the limit was not always enough
# HIV Rev-RRE inh: disrupts HIV-1 Rev binding to RRE RNA | inhibition, % at 8 µM | Rev peptide-RRE RNA binding, FRET | 97,000 compounds, 0.79% hits | P05866;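 active = inhibition above the screen-wide mean plus 3 SD, cut at about 35% in these data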;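 note: 0% = median DMSO wells and 100% = median Neomycin B control wells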
#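 Assay system: labelled RRE RNA duplex and labelled Rev peptide / Medium: HEPES pH 7.5 salt buffer with EDTA / Reagent: labelled Rev peptide / Schedule: 5 + 15 min at 25 °C / Signal: FRET, excitation 480 nm, emission 540 nm donor and 671 nm acceptor / Benchmarks: DMSO and neomycin B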
# PLAP activator: activates human placental alkaline phosphatase; purified PLAP enzyme, luminescent substrate read-out; hits give high values; activation fold at 20 µM; 96,000 compounds, 1.2% hits; in the data active = activation fold above about 2
# Target sequence (P05187 whole entry, looked up): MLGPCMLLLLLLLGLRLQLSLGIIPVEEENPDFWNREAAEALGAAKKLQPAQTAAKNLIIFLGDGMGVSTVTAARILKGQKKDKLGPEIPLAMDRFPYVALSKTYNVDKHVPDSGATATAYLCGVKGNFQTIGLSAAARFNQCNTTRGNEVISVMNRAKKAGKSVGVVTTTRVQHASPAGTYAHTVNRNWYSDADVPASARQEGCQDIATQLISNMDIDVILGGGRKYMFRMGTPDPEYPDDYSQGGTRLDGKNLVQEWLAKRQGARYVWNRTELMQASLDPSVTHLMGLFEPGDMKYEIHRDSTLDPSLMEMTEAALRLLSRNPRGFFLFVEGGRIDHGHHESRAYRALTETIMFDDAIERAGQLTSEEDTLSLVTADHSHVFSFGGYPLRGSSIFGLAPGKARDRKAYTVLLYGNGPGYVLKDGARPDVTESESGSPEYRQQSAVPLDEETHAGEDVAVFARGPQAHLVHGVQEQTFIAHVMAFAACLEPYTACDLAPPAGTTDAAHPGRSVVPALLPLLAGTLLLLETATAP
# Active calls of the source: *; . = no result given.
SMILES,EphB4 antag,CYP2C19 inh,CYP2C9 act,CYP2C9 inh,CYP2C19 activ,PLK1 inh,PLK1 PBD inh,HIV Rev-RRE inh,PLAP activator
O=S(=O)(c1cccc(-c2nc3ccccc3s2)c1)N1CCOCC1,-8,12,1,0,0.9,-1,-2,6,0.8
O=C(NC1CCS(=O)(=O)C1)Oc1ccc(Cl)cc1 (stereo unspecified),-6,-9,1.1,-10,1.1,-6,-10,5,0.8
COc1ccccc1OCC(=O)Sc1ccc(C)cc1,5,31,0.8,19,0.7,1,-3,5,1.1
COc1ccc(N2CCCn3c2nc2c3c(=O)n(Cc3ccc(F)cc3)c(=O)n2C)c(OC)c1,.,1,1.1,-8,1,.,.,.,1.4
O=C1CC(c2c(F)cccc2Cl)C2=C(COC2=O)N1 (stereo unspecified),1,48,0.9,12,0.5,-8,4,7,0.9
CCC(Sc1nc(-c2ccccc2)cc(=O)[nH]1)C(=O)O (stereo unspecified),-1,2,1.2,-17,1,0,-1,2,0.9
CCCNS(=O)(=O)c1ccc(OCC(=O)NCCC2=CCCCC2)cc1,1,34,0.6,39,0.7,-6,0,6,0.9
CCCn1c(C)cc(C(=O)COc2ncnc3sccc23)c1C,6,-4,0.8,17,1,-5,-7,9,1.1
COc1ccccc1NC(=O)CCN1CCN(CCC(=O)Nc2ccccc2OC)CC1,.,22,0.8,16,0.8,.,.,.,1.2
CCCCOc1ccccc1NC(=O)CC1SC(=NCC)N(CC)C1=O (stereo unspecified),0,69*,1.1,-14,0.3,-13,-4,11,1.3
Cc1oc(-c2cccc(Cl)c2)nc1CSCC(=O)O,-7,-2,0.6,40,1,0,27,3,1.2
Nc1ncc(-c2nnnn2-c2ccc(Cl)cc2)c(-c2ccc(Cl)cc2)n1,-7,23,0.9,14,0.8,-12,3,-6,0.8
CCC(=O)N1CCN(c2ccc(NC(=S)NC(=O)c3cccc([N+](=O)[O-])c3)cc2)CC1,5,.,.,.,.,-10,3,-7,.
CC1(C(=O)NC2CCCC2)CCC(=O)N1Cc1cccs1 (stereo unspecified),5,5,1,-2,0.9,-7,-3,8,1
CC(C)c1ccc(NC(=O)c2csnn2)cc1,6,13,0.8,21,0.9,-8,6,6,1
CCOC(=O)CON1C(=O)C(C)(C)N(OCC(=O)OCC)C(=O)C1(C)C,1,-19,1.1,-5,1.2,-3,-9,9,0.9
CCCN(CCC)Cc1cc2ccccc2c2c1COC2,-1,29,0.8,16,0.7,-6,6,7,1.1
CC(=O)C1=C(O)C(=O)N(Cc2ccco2)C1c1ccc(F)cc1 (stereo unspecified),5,-16,1,-4,1.2,-13,-23,9,1
O=C(NCC1CCCO1)c1sc(=S)n2c1[nH]c(=O)c1ccc(C(=O)N3CCCCC3)cc12 (stereo unspecified),5,9,0.1,86*,0.9,-13,4,4,1.2
CCCCn1c(=O)c(-c2ccccc2)c(O)c2ccccc21,-4,11,1.1,-7,0.9,-8,-6,3,0.8
c1ccc(COc2ccc(Oc3nc(N4CCCCC4)nc(N4CCOCC4)n3)nn2)cc1,1,88*,0.4,59*,0.1,-14,-4,10,1.5
C=CCOc1nc2c(c(=O)n(C)c(=O)n2C)n1C,1,29,1.2,-16,0.7,-4,-10,-3,1
CCOc1cc(C)nc(NCCc2ccc(OC)c(OC)c2)n1,5,66*,0.8,21,0.3,-6,-13,7,1.2
CC(C)NC(=O)c1cc2cc([N+](=O)[O-])ccc2s1,-1,0,1,-3,1,15,-19,3,1.1
COc1ccc(NC(=O)CSc2nnc(-c3cccnc3)o2)cc1,4,28,0.7,30,0.7,-5,-3,10,0.9
COc1ccc(S(=O)(=O)NCCC(C)C)cc1OC,-6,96*,3.4*,-237,0,-9,-12,0,0.9
CCOc1ccc(C(=O)N(CN2CCCC2=O)c2ccc(C)cc2)cc1,-1,.,.,.,.,-12,6,0,.
CCN(CC)CCCNC(=O)C1CCCN(c2nnc(N3CCCC3=O)s2)C1 (stereo unspecified),-3,-26,1.6,-58,1.3,-9,4,5,1.2
Oc1ccc(-c2cn3c(n2)SCC3)cc1,-5,0,1,-2,1,-4,2,11,0.9
CC(=NCc1ccc2c(c1)OCO2)C1=C(O)c2ccccc2C1=O,11,4,0.7,28,1,5,-18,6,0.8
COc1ccccc1NC(=O)N1CCN(c2ncccn2)CC1,5,42,2.4*,-141,0.6,2,8,10,0.7
COc1ccc(C)cc1S(=O)(=O)N1CCCC(C(=O)NCC2CCCO2)C1 (stereo unspecified),4,-4,1.1,-9,1,-7,-9,6,1
Cc1nc(Nc2nc(-c3ccccc3)cc(=O)[nH]2)nc2ccccc12,0,.,.,.,.,-5,-6,15,.
O=c1c(-c2nnc(SCc3ccc(Cl)cc3)o2)cccn1Cc1ccccc1,-4,91*,0.6,45,0.1,-9,-12,6,1.1
CC(C)OC(=O)CSc1nnc(-c2ccncc2)n1N,2,86*,0.4,56*,0.1,2,8,9,1
Cc1cccnc1NC(=O)COc1ccc2oc3c(c2c1)CCCC3,5,.,.,.,.,-8,-3,18,.
N/C(=N\O)c1ccc(NC(=O)c2ccc(Br)o2)cc1,-1,32,1,-3,0.7,-7,19,4,1
O=C(Nc1nc2n(n1)C(c1ccccc1)CC(c1ccc(Cl)cc1)N2)c1ccco1 (stereo unspecified),-14,26,0.7,34,0.7,-11,29,3,1.8
O=C(c1ccco1)N1CCN(C(=O)c2cnn3c2NC(c2cccs2)CC3C(F)(F)F)CC1 (stereo unspecified),-12,-6,0.9,12,1.1,-16,3,6,1.2
C=CCc1ccc(OCCn2cccc2C=O)c(OC)c1,3,70*,0.6,39,0.3,-5,-4,-1,0.8

# A stretch of the results above, as a working copy:
SMILES,EphB4 antag,CYP2C19 inh,CYP2C9 act,CYP2C9 inh,CYP2C19 activ,PLK1 inh,PLK1 PBD inh,HIV Rev-RRE inh,PLAP activator
Cc1cccnc1NC(=O)COc1ccc2oc3c(c2c1)CCCC3,5,.,.,.,.,-8,-3,18,.
N/C(=N\O)c1ccc(NC(=O)c2ccc(Br)o2)cc1,-1,32,1,-3,0.7,-7,19,4,1

# Other entries
SMILES,EphB4 antag,CYP2C19 inh,CYP2C9 act,CYP2C9 inh,CYP2C19 activ,PLK1 inh,PLK1 PBD inh,HIV Rev-RRE inh,PLAP activator
N#Cc1ccc2ccn(CC(=O)NC3CCCCC3)c2c1,2,23,0.9,12,0.8,-2,-13,8,0.9
COc1ccc(OC)c(C2C(C(N)=O)=C(C)Nc3nc(-c4cccc(Cl)c4)nn32)c1 (stereo unspecified),8,44,0.9,9,0.6,2,-8,12,1.1
O=C(c1ccc(CS(=O)(=O)c2ccccc2)o1)N1CCOCC1,1,18,0.8,23,0.8,0,-17,12,0.9
COC(=O)c1sccc1NC(=O)CCC1CCCCC1,4,.,.,.,.,-12,-8,21,.
O=C(NC(Nc1nc2ccc([N+](=O)[O-])cc2s1)(C(F)(F)F)C(F)(F)F)c1ccccc1,2,36,0,97*,0.6,-1,-11,23,1.1
CC(C)(C)S(=O)(=O)c1c(C(=O)O)cccc1C(=O)O,-12,-22,1.2,-20,1.2,-11,-4,4,1.1
CCOc1ccc2c(C)c(Cl)c(=O)oc2c1,11,18,0.9,11,0.8,-15,0,9,0.9
CCC(=O)OC1CC(C)N(C(=O)c2ccccc2)c2ccc(C)cc21 (stereo unspecified),-1,25,0.9,11,0.8,5,2,5,1.2
COc1cc(NC(=O)CSc2nnc(-c3ccncc3)n2C2CCCCC2)ccc1NC(=O)c1ccco1,0,62*,0.3,72*,0.4,-3,-9,-1,1.6
Cc1cc(NC(=O)CSc2nnc(Cc3ccccc3)o2)no1,2,-9,0.9,6,1.1,-9,11,1,1.2
CCOC(=O)c1cc(NC(=O)c2cc(C)on2)cc(C(=O)OCC)c1,5,28,0.8,18,0.7,-2,8,8,1
Cn1cc(/C=C2/SC(=O)N(c3ccccc3)C2=O)c2ccccc21,5,8,1.1,-7,0.9,-6,0,11,1
Cc1ccc(OC(=O)C(F)(F)F)c2c1NCCC2,-4,36,0.9,15,0.6,2,1,0,1
CC1(C)CC(=O)C2=C(C1)OC(N)=C(C#N)C2c1ccccc1 (stereo unspecified),1,73*,0.6,36,0.3,-10,-20,6,1
O=C(NC1CCCC1)C1CCCN(S(=O)(=O)c2cnc[nH]2)C1 (stereo unspecified),-2,49,0.8,24,0.5,-2,-10,3,0.9
CC(=O)N1CCN(C(=O)CCc2nc3sc4c(c3c(=O)[nH]2)CCCC4)CC1,.,11,1.1,-7,0.9,.,.,.,1.1
COC(=O)c1[nH]c2ccc(C)cc2c1NS(=O)(=O)c1ccc(F)cc1,-6,77*,0.6,36,0.2,-7,4,1,1.2
CCOC(=O)CNC(=O)c1nn(-c2cccc(OC)c2)c(=O)c2ccccc12,.,5,0.7,30,0.9,.,.,.,0.9
COc1ccc2[nH]c(C)c(CCN(Cc3cccs3)C(=S)Nc3ccc(F)cc3)c2c1,-2,45,0.1,87*,0.5,-12,13,6,1.2
CCOc1ccccc1NC(=O)C1CCCN(S(=O)(=O)c2cccc3nsnc23)C1 (stereo unspecified),-7,52*,0.5,53*,0.5,-4,11,8,1.1
COc1ccc(N(CC(=O)NCCSc2ccccn2)S(C)(=O)=O)cc1Cl,-2,55*,0.4,60*,0.5,5,6,2,1.5
CCCCOC(=O)C1C2C=C[C@]3(CN(CCCOC)C(=O)[C@H]13)O2 (stereo partly specified),5,0,1,-3,1,6,-4,7,1.1
O=C1N=C(N2CCCC2)S/C1=C\c1ccccc1,4,.,.,.,.,-9,-17,6,.
CC1CN(c2nc3c(c(=O)n(Cc4ccc(Cl)c(Cl)c4)c(=O)n3C)n2C)CC(C)O1 (stereo unspecified),1,0,0.8,24,1,-7,-11,5,1.6
O=S(=O)(Cc1cc(Oc2ccccc2)nc(-c2ccccc2)n1)c1ccccc1,0,59*,0.4,61*,0.4,-7,7,14,1
CCn1c(CCNC(=O)c2cccs2)nnc1SCC(=O)Nc1cccc(Cl)c1,-1,.,.,.,.,-7,-1,9,.
CCOC(=O)Cc1csc(NC(=O)CS(=O)(=O)Cc2ccccc2)n1,8,20,0.5,49,0.8,-13,2,2,1.1
Brc1ccc2oc3c(N4CCOCC4)ncnc3c2c1,.,16,0.7,30,0.8,.,.,.,1
CCC(c1nnnn1Cc1ccccc1)N(Cc1ccco1)Cc1cc2cc(OC)ccc2[nH]c1=O (stereo unspecified),-4,25,0.5,48,0.8,-22,-23,11,1.1
Cn1c(N)c(C(=O)COC(=O)CCCc2c[nH]c3ccccc23)c(=O)n(C)c1=O,0,16,0.5,48,0.8,-3,24,1,1.5

# Compounds shown so far with a cyano group (2):
SMILES,EphB4 antag,CYP2C19 inh,CYP2C9 act,CYP2C9 inh,CYP2C19 activ,PLK1 inh,PLK1 PBD inh,HIV Rev-RRE inh,PLAP activator
N#Cc1ccc2ccn(CC(=O)NC3CCCCC3)c2c1,2,23,0.9,12,0.8,-2,-13,8,0.9
CC1(C)CC(=O)C2=C(C1)OC(N)=C(C#N)C2c1ccccc1 (stereo unspecified),1,73*,0.6,36,0.3,-10,-20,6,1

# (cont.)
SMILES,EphB4 antag,CYP2C19 inh,CYP2C9 act,CYP2C9 inh,CYP2C19 activ,PLK1 inh,PLK1 PBD inh,HIV Rev-RRE inh,PLAP activator
Cc1cc(O)c(C2(C(F)(F)F)NCCNC2=O)cc1C (stereo unspecified),0,-2,1,-1,1,-14,-1,4,0.9
Cc1cccc(NC(=O)COc2ccccc2C)n1,0,32,0.8,19,0.7,-12,-9,2,1.4
CCc1ccc(Nc2ncc3c(n2)CC(c2ccco2)CC3=O)cc1 (stereo unspecified),-1,1,0.9,9,1,-1,0,0,1.2
CC(C)N=Cc1c(O)[nH]c2ccccc12,-8,5,0.5,54*,0.9,-3,-13,4,0.7
